Cav32 inh = blocks human Cav3.2 T-type calcium channel. O95180. Cav3.2-expressing cells, Fluo-4 calcium fluorescence FDSS; active compounds read low. B-score at 10 µM. 4% of 100,000 active;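 active means single-dose well whose peak fluorescence ratio is a statistical outlier from its plate by either plate-standardised score or position-corrected B-score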
Target sequence (O95180 whole entry, looked up): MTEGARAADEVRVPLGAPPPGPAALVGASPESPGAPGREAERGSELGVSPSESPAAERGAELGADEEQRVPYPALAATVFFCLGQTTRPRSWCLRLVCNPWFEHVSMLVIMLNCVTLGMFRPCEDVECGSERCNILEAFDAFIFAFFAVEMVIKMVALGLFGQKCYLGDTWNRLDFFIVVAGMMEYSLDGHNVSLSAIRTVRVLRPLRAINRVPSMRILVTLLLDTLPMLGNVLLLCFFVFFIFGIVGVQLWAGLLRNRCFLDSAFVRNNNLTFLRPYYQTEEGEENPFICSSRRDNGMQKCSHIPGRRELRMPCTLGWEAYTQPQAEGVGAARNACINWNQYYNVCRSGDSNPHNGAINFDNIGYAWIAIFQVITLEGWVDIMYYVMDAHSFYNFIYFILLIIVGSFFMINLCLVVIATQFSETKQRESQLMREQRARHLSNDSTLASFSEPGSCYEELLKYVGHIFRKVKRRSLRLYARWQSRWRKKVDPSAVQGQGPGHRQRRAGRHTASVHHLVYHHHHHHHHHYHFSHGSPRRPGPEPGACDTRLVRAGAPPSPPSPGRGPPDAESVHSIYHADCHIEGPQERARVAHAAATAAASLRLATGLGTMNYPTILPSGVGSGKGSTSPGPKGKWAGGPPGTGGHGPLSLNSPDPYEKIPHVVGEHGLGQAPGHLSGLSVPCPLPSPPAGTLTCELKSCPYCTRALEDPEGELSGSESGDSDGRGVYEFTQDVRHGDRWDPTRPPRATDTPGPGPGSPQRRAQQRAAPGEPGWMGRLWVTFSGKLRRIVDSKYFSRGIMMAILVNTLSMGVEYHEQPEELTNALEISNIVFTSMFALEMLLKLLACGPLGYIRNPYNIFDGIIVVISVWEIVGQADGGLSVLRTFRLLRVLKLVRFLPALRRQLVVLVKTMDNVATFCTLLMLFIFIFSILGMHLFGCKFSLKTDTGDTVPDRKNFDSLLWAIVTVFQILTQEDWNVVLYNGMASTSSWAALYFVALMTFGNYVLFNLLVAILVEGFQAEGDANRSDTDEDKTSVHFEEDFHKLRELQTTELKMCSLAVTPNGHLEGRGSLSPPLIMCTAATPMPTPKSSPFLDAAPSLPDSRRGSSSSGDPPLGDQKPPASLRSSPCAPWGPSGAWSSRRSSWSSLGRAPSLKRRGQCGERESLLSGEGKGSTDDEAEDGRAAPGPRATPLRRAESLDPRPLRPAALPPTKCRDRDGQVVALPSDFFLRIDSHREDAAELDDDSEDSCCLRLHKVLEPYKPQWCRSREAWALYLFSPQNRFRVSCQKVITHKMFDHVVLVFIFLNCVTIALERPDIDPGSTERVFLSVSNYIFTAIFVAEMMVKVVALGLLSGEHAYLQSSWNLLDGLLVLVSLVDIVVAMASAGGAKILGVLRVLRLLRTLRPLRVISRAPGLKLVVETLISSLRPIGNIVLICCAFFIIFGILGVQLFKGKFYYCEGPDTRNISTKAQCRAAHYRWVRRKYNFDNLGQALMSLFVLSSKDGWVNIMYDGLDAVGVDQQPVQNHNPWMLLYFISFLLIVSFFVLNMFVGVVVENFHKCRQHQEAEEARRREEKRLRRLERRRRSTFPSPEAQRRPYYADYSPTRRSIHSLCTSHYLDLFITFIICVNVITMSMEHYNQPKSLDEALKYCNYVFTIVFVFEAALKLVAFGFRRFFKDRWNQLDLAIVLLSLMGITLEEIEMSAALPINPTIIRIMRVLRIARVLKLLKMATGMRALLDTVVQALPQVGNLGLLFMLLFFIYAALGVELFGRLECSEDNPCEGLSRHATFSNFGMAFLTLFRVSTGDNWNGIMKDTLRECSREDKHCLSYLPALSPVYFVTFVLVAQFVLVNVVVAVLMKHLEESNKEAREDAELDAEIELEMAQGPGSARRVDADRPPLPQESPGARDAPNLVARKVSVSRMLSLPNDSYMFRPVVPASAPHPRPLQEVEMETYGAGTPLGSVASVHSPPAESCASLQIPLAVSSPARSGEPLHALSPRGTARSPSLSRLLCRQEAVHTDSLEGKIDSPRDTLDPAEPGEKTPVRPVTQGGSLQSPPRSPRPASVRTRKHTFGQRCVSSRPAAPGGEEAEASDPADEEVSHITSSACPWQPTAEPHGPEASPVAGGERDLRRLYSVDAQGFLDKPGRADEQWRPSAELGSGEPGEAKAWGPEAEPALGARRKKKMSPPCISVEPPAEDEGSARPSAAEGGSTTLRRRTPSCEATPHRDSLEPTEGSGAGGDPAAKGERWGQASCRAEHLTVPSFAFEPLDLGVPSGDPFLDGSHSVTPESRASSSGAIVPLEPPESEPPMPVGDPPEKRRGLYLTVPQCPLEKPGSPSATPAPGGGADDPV
* hit, by the source's call.

What do the screens show for `COc1cc(OC)c(C2C(C(=O)Nc3ccc(C)cc3C)=C(C)Nc3ncnn32)cc1OC` (stereo unspecified)?
Cav32 inh: -0.47

Results for Cc1ccc(CNC(=O)Cn2c(=O)oc3ccccc32)o1 ?
Cav32 inh: 0.15

Results for CCOC(=O)Cc1csc(NC(=O)C(C)(C)CC)n1 ?
Cav32 inh: 0.27

Results for O=C(c1cccc(F)c1)N1CCN(Cc2ccco2)CC1 ?
Cav32 inh: -0.09

How did O=c1cc(CNC2CCCCC2)c2ccccc2[nH]1 do in these assays?
Cav32 inh: -0.24

How did COC(=O)C1(O)CC(C(C)C)=NN1C(=O)c1ccc(Cl)cc1 (stereo unspecified) do in these assays?
Cav32 inh: -0.54

What do the screens show for `OC(Cn1nnc2ccccc21)Cn1c(C(F)(F)F)nc2ccccc21` (stereo unspecified)?
Cav32 inh: -0.076

What do the screens show for `COc1ccccc1CNC(=O)Cn1cc2c(n1)CCCC2`?
Cav32 inh: 0.037

What do the screens show for `CC1CCc2c(sc(NC(=O)c3ccc(Cn4cc(Br)cn4)o3)c2C(N)=O)C1` (stereo unspecified)?
Cav32 inh: 0.96

Results for O=c1[nH]c2ccccc2n1Cc1ccccc1 ?
Cav32 inh: -0.95

What do the screens show for `O=C(NCc1ccco1)C(=O)NCC1OCCN1S(=O)(=O)c1ccc(F)cc1` (stereo unspecified)?
Cav32 inh: 0.16

How did COC(=O)c1sccc1NC(=S)N1CCCC(C)C1 (stereo unspecified) do in these assays?
Cav32 inh: -0.71

What do the screens show for `Cc1cc(C)n2nc(C(=O)OCC(=O)c3cc(C)n(C)c3C)nc2n1`?
Cav32 inh: 0.51

Results for COCCOC(=O)C1=C(C)N=C2SCCC(=O)N2C1c1ccc(OC(=O)c2ccco2)cc1 (stereo unspecified) ?
Cav32 inh: -0.0051

What do the screens show for `CCc1ccccc1N1CCN(S(=O)(=O)c2cc(OC)ccc2OC)CC1`?
Cav32 inh: -2.6

What do the screens show for `CCOc1ccc(C(OC(=O)c2ccco2)C(=O)NCc2ccc(C)cc2)cc1` (stereo unspecified)?
Cav32 inh: -1.1

Results for CCOc1cc(/C=C2\N=C(C)OC2=O)cc(Br)c1OCCc1ccccc1 ?
Cav32 inh: -0.76

How did CC1=C(C(=O)N(C)CCC#N)C2(CCCCC2)OC1=O do in these assays?
Cav32 inh: -0.47

What do the screens show for `O=C(CCCc1nc(-c2ccc(Cl)cc2)no1)N1CCOCC1`?
Cav32 inh: 1

How did COc1cc(/C=C/C(=O)O)cc(OC)c1O do in these assays?
Cav32 inh: 0.55

How did Fc1c(F)c(C(F)(F)F)c(F)c(F)c1N1CCN(c2ccc3nnc(C(F)(F)F)n3n2)CC1 do in these assays?
Cav32 inh: 0.82

What do the screens show for `O=C(c1cc2n(n1)C(C(F)(F)F)CC(c1ccc(F)cc1)N2)N1CCCC1` (stereo unspecified)?
Cav32 inh: 0.25

What do the screens show for `COC(=O)c1cc(OC)c(OC)c(OC)c1NC(=O)c1ccc(S(=O)(=O)N(C)C)cc1`?
Cav32 inh: 0.73

Results for CCn1c(SCC(=O)N2CCOCC2)nc2c(c1=O)SC(C)C2 (stereo unspecified) ?
Cav32 inh: 1.4

What do the screens show for `C=CCOc1ccc(C2C(C(=O)c3ccco3)=C(O)C(=O)N2CCCN(CC)CC)cc1` (stereo unspecified)?
Cav32 inh: 0.11

What do the screens show for `CCOc1ccc(NC(=O)c2ccc3c(c2)N(Cc2ccc(F)cc2)C(=O)CS3=O)cc1` (stereo unspecified)?
Cav32 inh: -3.4

Results for O=C(NCCCN1CCOCC1)c1ccco1 ?
Cav32 inh: 0.014

How did NCCCCc1cn(CC(=O)N2CCNCC2)nn1 do in these assays?
Cav32 inh: 0.99

How did Cc1cccc(OCCCn2ccnc2)c1 do in these assays?
Cav32 inh: 0.22

How did C[N+](C)(C)CCNC(=O)c1c(O)c2c([nH]c1=O)CCCC2 do in these assays?
Cav32 inh: 0.23

What do the screens show for `O=C(c1ccccc1)c1ccc(OCC(O)CN2CCN(Cc3ccccc3)CC2)cc1` (stereo unspecified)?
Cav32 inh: -0.93

What do the screens show for `CCS(=O)(=O)N1CCC(C(=O)OCC(=O)c2ccc(Br)cc2)CC1`?
Cav32 inh: -0.14

What do the screens show for `Cc1onc(-c2ccccc2Cl)c1C(=O)NCc1ccccc1`?
Cav32 inh: -0.42

Results for Cc1cc(C)cc(N(CC(=O)N2CCC(C)CC2)S(=O)(=O)c2ccccc2)c1 ?
Cav32 inh: -3.4

What do the screens show for `Cc1cccc2cc(C(c3nnnn3Cc3ccccc3)N3CCN(C)CC3)c(=O)[nH]c12` (stereo unspecified)?
Cav32 inh: -0.66

How did COc1cc(SC#N)ccc1N=Cc1c(C)[nH]n(-c2ccc(C)cc2C)c1=O do in these assays?
Cav32 inh: -1.6

How did Cc1ccnc(NC(=O)c2cccc(NS(=O)(=O)c3ccccc3C)c2)c1 do in these assays?
Cav32 inh: -2.4

How did CCOc1cc(NC(=S)NCc2ccco2)c(OCC)cc1NC(C)=O do in these assays?
Cav32 inh: -1.9

What do the screens show for `C=CCN1C(=O)C(O)(CC(=O)c2ccc(-n3cccc3)cc2)c2ccccc21` (stereo unspecified)?
Cav32 inh: -0.11

What do the screens show for `Cc1cc(N(CCO)CCO)nc(-n2nc(C)cc2C)n1`?
Cav32 inh: 0.059

Results for Fc1ccccc1Nc1nc2ccccc2n2nnnc12 ?
Cav32 inh: -0.81

Results for Cc1cccc(C)c1NC(=O)Nc1cccs1 ?
Cav32 inh: -0.47

How did CC(C)Cc1nc(N2CCN(C(=O)c3ccccc3)CC2)c(C#N)c2c1CCC2 do in these assays?
Cav32 inh: -3.7

What do the screens show for `Cc1cccc(C)c1OCC(O)Cn1ccnc1C` (stereo unspecified)?
Cav32 inh: -0.03

How did COc1cc(/C=C2/OC(=O)c3cc([N+](=O)[O-])ccc32)cc(OC)c1OC do in these assays?
Cav32 inh: -0.78

How did Cc1ccc(C(=O)Nc2c(C)cc(-c3ccc(Cl)cc3)oc2=O)cc1 do in these assays?
Cav32 inh: 0.55

How did CCc1cc[n+](-c2nc3ccccc3nc2C(=C=[N-])C#N)cc1 do in these assays?
Cav32 inh: 0.27

What do the screens show for `COc1ccc(OC)c(CNC(=O)C2CCN(C(=O)N(C)C)CC2)c1`?
Cav32 inh: 0.85

How did CCOc1ccc(CN(C(=O)c2cc3ccccc3oc2=O)C2CC2)cc1 do in these assays?
Cav32 inh: -1.8

What do the screens show for `COC(=O)c1cc2c([nH]c3ccccc32)c(C)n1`?
Cav32 inh: 0.19

How did Cc1ccc(NC(=S)NC(NC(=O)Cc2cccc3ccccc23)C(Cl)(Cl)Cl)cc1 (stereo unspecified) do in these assays?
Cav32 inh: -3.2

What do the screens show for `CCOc1ccc(NC(=O)N2CCC(C(N)=O)(N3CCCCC3)CC2)cc1`?
Cav32 inh: -0.031

Results for NS(=O)(=O)c1ccc(S(=O)(=O)NCCc2ccccc2)cc1 ?
Cav32 inh: 0.82

How did CCCOc1ccc2oc(=O)c3c(c2c1)CCCN3C(=O)CN1CCCC(C(=O)OCC)C1 (stereo unspecified) do in these assays?
Cav32 inh: -0.37

Results for COc1cc([N+](=O)[O-])ccc1NC(=O)CN(C)C ?
Cav32 inh: -0.05

Results for Oc1ccccc1C1=Nc2ncnn2C(c2ccccc2)C1 (stereo unspecified) ?
Cav32 inh: 0.43

What do the screens show for `CC1CCc2c(nc3ncnn3c2Nc2ccc(OC(F)(F)F)cc2)C1` (stereo unspecified)?
Cav32 inh: -2.6

What do the screens show for `COc1cccc2cc(C(=O)NC(C)C3CCCO3)c(=O)oc12` (stereo unspecified)?
Cav32 inh: 1.1

What do the screens show for `CNc1oc(-c2cccc3ccccc23)nc1C#N`?
Cav32 inh: 0.7

Results for O=C(NCC1CCCO1)c1c(O)c2c([nH]c1=O)CCCC2 (stereo unspecified) ?
Cav32 inh: 0.013

Next section, starting with the last 4 of the part before.
What do the screens show for `CC1CCc2c(nc3ncnn3c2Nc2ccc(OC(F)(F)F)cc2)C1` (stereo unspecified)?
Cav32 inh: -2.6

What do the screens show for `COc1cccc2cc(C(=O)NC(C)C3CCCO3)c(=O)oc12` (stereo unspecified)?
Cav32 inh: 1.1

What do the screens show for `CNc1oc(-c2cccc3ccccc23)nc1C#N`?
Cav32 inh: 0.7

Results for O=C(NCC1CCCO1)c1c(O)c2c([nH]c1=O)CCCC2 (stereo unspecified) ?
Cav32 inh: 0.013

Results for O=S(=O)(NCCOc1ccc(F)cc1)c1ccc2c(c1)OCCO2 ?
Cav32 inh: -0.68

Results for O=C(CCC(=O)OCc1ccc(C(=O)Oc2ccccc2)cc1)Nc1cccc2ccccc12 ?
Cav32 inh: -0.078

Results for Cc1ccccc1CN1C(=O)Nc2ccccc2C(=O)N1C(C)(C)C ?
Cav32 inh: 0.28

How did C=CCc1c(OC)ccc2ccc(=O)oc12 do in these assays?
Cav32 inh: 0.74

What do the screens show for `CCOc1ccc(NC(=O)CSc2nc3c(c(=O)n2-c2ccccc2OC)SCC3)cc1`?
Cav32 inh: 0.034

Results for O=c1oc(Nc2ccc(F)cc2)nc2ccccc12 ?
Cav32 inh: -0.51

What do the screens show for `CCOC(=O)N1CCN(C(=O)CSc2ccccc2)CC1`?
Cav32 inh: 1

Results for O=C(c1ccco1)n1nc(-c2ccc(Cl)cc2)nc1NCc1ccco1 ?
Cav32 inh: -0.42

How did CC(C)(C)OC(=O)N1CCN(C(=O)OCC2c3ccccc3-c3ccccc32)CC1C(=O)O (stereo unspecified) do in these assays?
Cav32 inh: 1.3

What do the screens show for `CCOc1cc2c(cc1OC)C(NC(=O)C(F)(F)F)CC2=O` (stereo unspecified)?
Cav32 inh: 0.033

How did CC(SCc1ccccc1)C(=O)NC1CCCC1 (stereo unspecified) do in these assays?
Cav32 inh: -0.38

Results for O=C(O)C1CCN(C(=O)NC2CCCCC2)CC1 ?
Cav32 inh: 0.61

Results for CCOC(=O)N1CCC(NC(=O)CCN2C(=O)COc3ccccc32)CC1 ?
Cav32 inh: 0.034

Results for CNC(=O)c1nc(C)n(-c2cc(Cl)cc(Cl)c2)n1 ?
Cav32 inh: 0.38

What do the screens show for `CCOC(=O)Cc1csc(NC(=O)COc2ccc(N(C)S(=O)(=O)c3cccs3)cc2)n1`?
Cav32 inh: -4.7*

What do the screens show for `COc1ccc(CNC(=O)CS(=O)Cc2nc(-c3ccc(C)cc3)oc2C)cc1` (stereo unspecified)?
Cav32 inh: -4.7

How did CN(CC(=O)Nc1ccccc1C(=O)N1CCCC1)S(=O)(=O)c1ccc(Br)cc1 do in these assays?
Cav32 inh: 0.77

How did O=C(Oc1ccc(Cl)c2cccnc12)N1CCOCC1 do in these assays?
Cav32 inh: 0.34

What do the screens show for `CCC(C)Nc1nc(CN2CCOCC2)nc2sc3c(c12)CCC3` (stereo unspecified)?
Cav32 inh: -1.4

Results for O=C(Nc1ccc(Cn2cccn2)cc1)c1ccc(COc2cccc(Br)c2)cc1 ?
Cav32 inh: -4.7*

How did CCCCc1c(O)n2c(nc3ccccc32)[nH]c1=O do in these assays?
Cav32 inh: 0.049

Results for Cc1ccc(C(=O)Nc2nc(-c3cccnc3)cs2)o1 ?
Cav32 inh: 0.0093

What do the screens show for `Cc1ccc(C(=O)c2cn(-c3ccc(F)c(Cl)c3)nn2)cc1`?
Cav32 inh: 0.64

What do the screens show for `CCCn1c(O)c(CN2CCCCC2)c(C)c(C#N)c1=O`?
Cav32 inh: 1.4

Results for Cc1onc(-c2ccccc2)c1C(=O)N1CCCN(C(=O)c2c(-c3ccccc3)noc2C)CC1 ?
Cav32 inh: 0.34

Results for CCn1cc(S(=O)(=O)CC(=O)Nc2cc(C)ccc2C)c2ccccc21 ?
Cav32 inh: -0.28

How did COCc1nnc(NS(=O)(=O)c2ccc(Br)cc2)s1 do in these assays?
Cav32 inh: 0.62

What do the screens show for `FC(F)(F)c1cc(Oc2ccccc2Cl)nc(-c2ccccn2)n1`?
Cav32 inh: -1.1

How did CSc1ccc(S(=O)(=O)NCc2ccccc2)cc1 do in these assays?
Cav32 inh: -0.036

What do the screens show for `Cc1ccc(N2C(N)=C(C#N)C(c3cccnc3)C3=C2CCCC3=O)cc1` (stereo unspecified)?
Cav32 inh: 3

What do the screens show for `Cc1cc(C)nc(NCC(O)CNc2ccccc2Cl)n1` (stereo unspecified)?
Cav32 inh: -0.73

Results for CC(C)C(=O)NC(=S)NCC(=O)c1ccccc1 ?
Cav32 inh: 0.25

How did COC(=O)C1C(=O)CC(C)(O)C(C(=O)OC)C1c1ccc2c(c1)OCO2 (stereo unspecified) do in these assays?
Cav32 inh: 0.21

Results for Cc1cc(C(F)(F)F)nc(SCC(=O)Nc2ccccc2)n1 ?
Cav32 inh: -0.025

What do the screens show for `CCCOc1ccc(C2c3c(oc4cc(C)c(C)cc4c3=O)C(=O)N2CCCN2CCOCC2)cc1` (stereo unspecified)?
Cav32 inh: -0.67

Results for Cc1cc(NC(=O)c2cc(C)on2)no1 ?
Cav32 inh: 1.4

How did O=C(O)c1ccc(CN(c2ccccn2)S(=O)(=O)c2ccccc2)cc1 do in these assays?
Cav32 inh: -0.48

How did O=C1Nc2ccc(F)cc2C12Nc1ccccc1-c1nnc(SCc3ccccc3F)nc1O2 (stereo unspecified) do in these assays?
Cav32 inh: 0.083

Results for Cc1nc2ccccn2c1P(=Nc1ccccc1)(N(C)C)N(C)C ?
Cav32 inh: -1.5

Results for Cc1cc(C)cc(OCC(=O)OCC(=O)c2ccc3c(c2)NC(=O)CO3)c1 ?
Cav32 inh: 0.78

How did CCN(CC)C(=O)COc1ccc(Br)cc1Cl do in these assays?
Cav32 inh: -1

Four entries from above, ordered by molecular weight, high to low:
What do the screens show for `CCCOc1ccc(C2c3c(oc4cc(C)c(C)cc4c3=O)C(=O)N2CCCN2CCOCC2)cc1` (stereo unspecified)?
Cav32 inh: -0.67

How did O=C1Nc2ccc(F)cc2C12Nc1ccccc1-c1nnc(SCc3ccccc3F)nc1O2 (stereo unspecified) do in these assays?
Cav32 inh: 0.083

How did CCN(CC)C(=O)COc1ccc(Br)cc1Cl do in these assays?
Cav32 inh: -1

Results for Cc1cc(NC(=O)c2cc(C)on2)no1 ?
Cav32 inh: 1.4

Only part of the results is shown. The share of hits here may be higher or lower than overall.
